Efflux pump inh = inhibitors of Candida efflux pumps in yeast, primary screen, S. cerevisiae, Nile Red, multiplex | S. cerevisiae Candida pump triplex | inhibition, % at 10 µM | 330,000 compounds, 0.44% hits | AID 485275, 2010;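 active = plate passing quality check with inhibition over a set limit, or well fluorescence over plate mean plus 4 SD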;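 also: Nile Red retained in pooled yeast measured as flow cytometry median fluorescence; 0% = buffer negative control and 100% = Enniatin B positive control; higher means more Nile Red kept so more efflux inhibition; some compounds called inactive have numbers as strong as hits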
GLD-1 TGE inh = GLD-1/TGE RNA complex disruptors, primary screen, biochemical, fluorescence polarization; purified GLD-1 + fluorescein TGE RNA; AID 2280, 2010; inhibition, % at 5.96 µM; Female germline-specific tumor suppressor gld-1 (Caenorhabditis elegans), Q17339; 320,000 compounds, 0.44% hits;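 active = percent inhibition above a per-plate cutoff, the plate mean of test compounds plus 3 SD, cut at about 30% in these data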;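 also: 0% = DMSO wells with GLD-1 and probe and 100% = wells lacking GLD-1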
MEX-5 binding = MEX-5 zinc finger RNA-binding disruptors – biochemical, C. elegans, fluorescence polarization, MLPCN library, primary screen | activity score (negative = inhibition of binding), % at 10 µM | Zinc finger protein mex-5 (Caenorhabditis elegans), Q9XUB2 | MEX-5/FITC-TCR2 RNA binding; active compounds read low | 300,000 compounds, 0.38% hits;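 active = inhibition past about -25% in most replicates, and total fluorescence under double the plate's negative control median, limit read from the data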;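 also: 0% = DMSO and -100% = 5 µM competing unlabeled TCR2 RNA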
Target sequence (Q9XUB2 whole entry, looked up): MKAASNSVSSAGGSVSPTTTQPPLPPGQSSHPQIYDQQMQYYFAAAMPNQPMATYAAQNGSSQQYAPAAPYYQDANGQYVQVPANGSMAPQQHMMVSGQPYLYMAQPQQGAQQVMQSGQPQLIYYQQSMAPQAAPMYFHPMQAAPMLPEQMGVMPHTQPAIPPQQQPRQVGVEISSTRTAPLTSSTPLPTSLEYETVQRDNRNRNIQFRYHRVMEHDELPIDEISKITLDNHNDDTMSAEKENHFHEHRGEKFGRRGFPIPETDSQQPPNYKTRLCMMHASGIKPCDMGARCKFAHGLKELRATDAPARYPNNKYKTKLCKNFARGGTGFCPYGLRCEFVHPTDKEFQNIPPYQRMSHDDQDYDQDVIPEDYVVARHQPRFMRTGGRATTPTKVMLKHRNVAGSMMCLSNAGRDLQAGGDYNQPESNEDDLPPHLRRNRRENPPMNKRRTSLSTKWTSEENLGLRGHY
MCL1-BIM inh = inhibitors of MCL1 binding to BIM-BH3, primary screen, biochemical, fluorescence polarization; Induced myeloid leukemia cell differentiation protein Mcl-1 (Homo sapiens), Q07820; GST-MCL1 / FITC-Bim-BH3 fluorescence polarization; inhibition, % at 10.9 µM; 320,000 compounds, 0.68% hits; AID 2057, 2009;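 active = inhibition above the mean inhibition of all tested compounds plus 3 SD, set per campaign, cut at about 40% in these data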;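 also: 0% = DMSO wells and 100% = unlabeled Bim-BH3 peptide control; higher means more loss of mP so more displacement of Bim peptide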
Target sequence (Q07820 whole entry, looked up): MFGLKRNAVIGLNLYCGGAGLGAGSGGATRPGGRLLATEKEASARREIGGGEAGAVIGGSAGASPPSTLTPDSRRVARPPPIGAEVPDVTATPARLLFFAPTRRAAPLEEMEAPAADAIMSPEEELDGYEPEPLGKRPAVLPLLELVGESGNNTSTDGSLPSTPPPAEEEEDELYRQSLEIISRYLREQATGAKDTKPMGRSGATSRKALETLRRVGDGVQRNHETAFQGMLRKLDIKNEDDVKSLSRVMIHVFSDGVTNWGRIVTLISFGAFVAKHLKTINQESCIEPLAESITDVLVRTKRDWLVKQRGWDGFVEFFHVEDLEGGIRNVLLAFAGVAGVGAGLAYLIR
Fam108B inh = mouse Fam108B serine hydrolase inhibitors, primary screen, counter-screen for RBBP9 inhibitor project, biochemical, fluorescence polarization. 300,000 compounds, 0.33% hits. recombinant Fam108B, FP-Rh probe fluorescence polarization. inhibition, % at 9.51 µM. AID 1947, 2009;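 active = inhibition above the screen mean inhibition plus 3 SD, computed separately per campaign, cut at about 18% in these data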;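 also: inhibitors lower polarization as less probe binds the enzyme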
ZTA DNA inh = counter-screen for EBNA-1 inhibitors: inhibitors of Epstein-Barr virus ZTA. inhibition, % at 11 µM. ZTA-DNA binding, fluorescence polarization. AID 2234. P03206. 320,000 compounds, 0.15% hits; in the data active = inhibition above about 33%
EBNA-1 inh = EBNA-1 DNA-binding inhibitors, primary screen, biochemical, fluorescence polarization. inhibition, % at 14.8 µM. 300,000 compounds, 0.34% hits; in the data active = inhibition above about 28%
Bcl-xL primary = inhibitors of human Bcl-xL, primary screen, biochemical, fluorescence polarization, HTS; Bcl-2-like protein 1 (Homo sapiens), Q07817; GST-Bcl-xL / FITC-Bim BH3 peptide fluorescence polarization; inhibition, % at 10.9 µM; 320,000 compounds, 0.7% hits;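 active = inhibition above the mean of all tested compounds plus 3 SD, cutoff set per campaign, cut at about 30% in these data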;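 also: 0% = DMSO wells and 100% = unlabeled Bim-BH3 peptide competitor; inhibitors lower millipolarization by displacing the labeled peptide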
Target sequence (Q07817 whole entry, looked up): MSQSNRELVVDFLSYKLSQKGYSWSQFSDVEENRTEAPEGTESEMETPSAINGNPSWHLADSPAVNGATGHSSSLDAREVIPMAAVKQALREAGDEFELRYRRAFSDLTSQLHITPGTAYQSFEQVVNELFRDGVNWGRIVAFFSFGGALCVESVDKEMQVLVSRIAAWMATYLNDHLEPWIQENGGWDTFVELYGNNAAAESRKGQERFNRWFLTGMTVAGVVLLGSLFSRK
Yeast superoxide = reduction of superoxide in aged yeast, primary screen, HTS. S. cerevisiae aged cells, superoxide DHE fluorescence; active compounds read low. superoxide response (% of plate mean), % at 10 µM. 330,000 compounds, 0.18% hits. AID 2690, 2010;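 active = superoxide response under a set limit, about three screen SD below normal, cut at about 65% in these data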;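 also: yeast aged for seven days with compound at 30 °C before DHE staining; 100% = average MFI of all compound-treated wells on the plate with controls excluded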
The depositor's hits bear a star; · = not tested or not shown.

| compound | Fam108B inh | Yeast superoxide | MEX-5 binding | ZTA DNA inh | Efflux pump inh | Bcl-xL primary | MCL1-BIM inh | GLD-1 TGE inh | EBNA-1 inh |
| --- | --- | --- | --- | --- | --- | --- | --- | --- | --- |
| Cc1cc[n+](Cc2ccccc2)c(N)c1 | 4 | 101 | 0.3 | -8 | 0.1 | -4 | -5 | 6 | -4 |
| CCN(CC)S(=O)(=O)c1ccc(OC)c(NC(=O)c2ccc3c(c2)OCO3)c1 | 5 | 97 | -1.0 | 5 | 0.9 | 7 | 7 | 3 | -6 |
| Cc1nc2ccccc2c(=O)n1NC(=O)C1CC1C (stereo not given) | -3 | 104 | 1.3 | -3 | 0.0 | 2 | -2 | -2 | -7 |
| O=C(NCCc1ccccc1)Nc1ccc2c(c1)OCO2 | 5 | 103 | 3.1 | -8 | -0.2 | 0 | 4 | -3 | 12 |
| COc1ccc2c(c1OC)C(=O)OC2N1C(=O)CC[C@H]1C(=O)Nc1ccc(F)cc1F (stereo not given in full) | 1 | 93 | -1.4 | 15 | -0.2 | 5 | 3 | -2 | 12 |
| O=C1CCc2cc(S(=O)(=O)NC(Cc3ccccc3)C(=O)N3CCN(c4ccccn4)CC3)ccc2N1 (stereo not given) | 4 | 107 | 0.2 | -12 | -0.4 | 3 | 4 | -4 | 3 |
| CN(C)/C=C(\C=O)c1c(Cl)cccc1Cl | -2 | 91 | -2.4 | -15 | 0.2 | 5 | 4 | 6 | 7 |
| COc1ccccc1N(C)S(=O)(=O)c1ccc(C(=O)OCC(=O)N2CCCCCC2)cc1 | -4 | 104 | -1.0 | 18 | -0.1 | 2 | 0 | -1 | -2 |
| O=C1CCc2cc(S(=O)(=O)NC(C(=O)NCc3cccnc3)c3ccccc3)ccc2N1 (stereo not given) | -3 | 103 | · | -4 | -0.1 | -3 | -1 | -4 | -16 |
| O=C1N/C(=N/N=C/c2ccccc2)SC1(c1ccccc1)c1ccccc1 | -5 | 97 | 1.4 | 0 | 0.1 | -3 | 8 | -4 | 7 |
| CCC1(CC)NC(=O)N(CC(=O)OCC(=O)NC(=O)c2ccccc2)C1=O | 2 | 104 | 1.5 | 1 | 0.1 | 3 | 1 | -2 | 6 |
| Nc1nc(=S)[nH]c2c1C1(CCCC1)Cc1ccccc1-2 | 2 | 99 | -5.1 | -2 | 0.0 | 13 | 10 | 2 | 3 |
| CCOc1ccccc1N(CC(=O)N(C)Cc1ccccc1)S(=O)(=O)c1ccccc1 | -2 | 96 | 5.1 | 5 | 0.0 | 7 | 3 | 5 | 11 |
| COC(=O)c1ccc(Cn2nc(C)c(Br)c2C)cc1 | 3 | 83 | 0.4 | -12 | -0.1 | 4 | 8 | 2 | 9 |
| O=C(O)c1cccc(N=NN2CCOCC2)c1 | -1 | 88 | -3.1 | 12 | 0.1 | 9 | 4 | -3 | -9 |
| O=C(NCc1ccco1)c1cccc(S(=O)(=O)N2CCOCC2)c1 | 1 | 102 | 1.0 | 4 | 0.0 | 4 | 8 | 4 | -8 |
| COc1ccc(/C=N\NC(=O)c2sccc2C)cc1Cn1nc(C)cc1C | 1 | 92 | -15 | 1 | -0.1 | 2 | 2 | 1 | 1 |
| O=C(CN1CCOCC1)N/N=C/C=C/c1ccccc1 | 6 | 105 | -2.4 | 11 | 0.3 | -2 | 1 | -4 | -21 |
| CCOC(=O)c1noc(C)c1C(=O)Nc1cccc(F)c1 | 10 | 104 | 1.4 | 0 | 0.0 | 6 | 9 | -9 | -6 |
| CCC(Sc1nc(-c2ccccc2)c(C#N)c(=O)[nH]1)C(=O)Nc1nnc(C)s1 (stereo not given) | -4 | 94 | -2.0 | -11 | -0.2 | 11 | 12 | -4 | -8 |
| COCCN1C(=O)c2ccc(C(=O)NCc3ccco3)cc2C1=O | -1 | 100 | 2.3 | 12 | 0.3 | 2 | -5 | 4 | -3 |
| CC(=O)c1ccc(-c2ccc(C(=O)NC3CC(C)(C)NC(C)(C)C3)o2)cc1 | 1 | 94 | 0.0 | -10 | 0.0 | -2 | -4 | -1 | 5 |
| O=C(NNc1ccccc1[N+](=O)[O-])Nc1cccc(Cl)c1 | 5 | 102 | 1.8 | 1 | -0.3 | 7 | 0 | -2 | 3 |
| CC(=O)c1c(C)[nH]c(C(=O)N(C)CC(=O)Nc2ccc(Cl)c(C(F)(F)F)c2)c1C | 6 | 94 | 0.3 | 1 | 0.0 | 1 | 0 | 5 | 16 |

Individual results from the entries so far:
Bcl-xL primary with CCC(Sc1nc(-c2ccccc2)c(C#N)c(=O)[nH]1)C(=O)Nc1nnc(C)s1 (stereo not given) = 11
Bcl-xL primary with CCOC(=O)c1noc(C)c1C(=O)Nc1cccc(F)c1 = 6

Profiles, quoted from the list. Order of screens: Fam108B inh | Yeast superoxide | MEX-5 binding | ZTA DNA inh | Efflux pump inh | Bcl-xL primary | MCL1-BIM inh | GLD-1 TGE inh | EBNA-1 inh
CC(=O)c1c(C)[nH]c(C(=O)N(C)CC(=O)Nc2ccc(Cl)c(C(F)(F)F)c2)c1C across the screens: 6 | 94 | 0.3 | 1 | 0.0 | 1 | 0 | 5 | 16
CCC(Sc1nc(-c2ccccc2)c(C#N)c(=O)[nH]1)C(=O)Nc1nnc(C)s1 (stereo not given) across the screens: -4 | 94 | -2.0 | -11 | -0.2 | 11 | 12 | -4 | -8

The list continues.
| compound | Fam108B inh | Yeast superoxide | MEX-5 binding | ZTA DNA inh | Efflux pump inh | Bcl-xL primary | MCL1-BIM inh | GLD-1 TGE inh | EBNA-1 inh |
| --- | --- | --- | --- | --- | --- | --- | --- | --- | --- |
| Cc1ccc(-c2nc3ccccc3[nH]2)cc1NC(=O)c1sc2cc(Cl)ccc2c1Cl | -50 | 101 | 1.9 | 8 | 0.0 | -1 | -2 | -4 | 92* |
| CCOc1ccccc1OCCCC(=O)Nc1cccc(S(=O)(=O)N2CCOCC2)c1 | · | 91 | · | -8 | -0.1 | 6 | 4 | 2 | · |
| CC(=O)Nc1ccc(NS(=O)(=O)c2ccc3[nH]c(=O)[nH]c3c2)cc1 | 6 | 70 | -0.5 | 2 | 0.3 | 2 | 0 | -3 | -12 |
| Cc1nc(N/N=C/c2cccc(F)c2)cc(N2CCOCC2)n1 | -4 | 102 | 2.8 | 0 | 0.0 | 3 | 0 | 10 | 0 |
| Cc1ccc(NC(=O)C2COc3ccccc3O2)c(C)c1 (stereo not given) | 2 | 101 | -1.4 | -5 | 0.0 | 2 | -5 | 9 | 8 |
| OCCC1CN(CC2CCCCC2)CCN1CC1CCCCC1 (stereo not given) | -1 | 100 | -0.2 | -12 | 0.0 | 8 | 5 | 5 | -4 |
| COc1ccc(-n2nc(C(=O)NCC(=O)N3CCOCC3)c3ccccc3c2=O)c(OC)c1 | 0 | 100 | -1.4 | -1 | 0.2 | -2 | 1 | 0 | -13 |
| CCc1ccccc1NC(=O)CCc1c(C)nn(-c2ccc(N3CCOCC3)nn2)c1C | -3 | 112 | -0.1 | 1 | -0.1 | 6 | 4 | -2 | -11 |
| Cc1cc(C)n(-c2nc3ccccc3n3cnnc23)n1 | 0 | 91 | 0.5 | -10 | -0.1 | 2 | -3 | -6 | -5 |
| Cc1ccc(S(=O)(=O)n2ccnc2)cc1C | 0 | 101 | -1.5 | 11 | -0.1 | 0 | 4 | 6 | -3 |
| S=C(NCCOCCOCCNC(=S)Nc1ccccc1)Nc1ccccc1 | 0 | 102 | -0.6 | 3 | 0.0 | -11 | -9 | 7 | -4 |
| Cc1ccccc1NC(=O)Cn1c(=O)n(-c2ccc(CC(=O)NCC3CCCO3)cc2)c(=O)c2ccccc21 (stereo not given) | -3 | 97 | -0.3 | -6 | -0.1 | 9 | 3 | 2 | 4 |
| N#Cc1ccc(C2=CC(=O)C[C@H](c3ccc4c(c3)OCO4)C2)cc1 | · | 105 | · | -6 | 0.1 | 7 | 10 | 6 | · |
| N#Cc1nc(-c2ccc(OCc3ccccc3)cc2)oc1NCCN1CCOCC1 | 1 | 95 | 1.3 | 2 | 0.1 | 2 | 4 | 6 | -7 |
| C=CCCC1(C)C(=O)N(c2ccccc2)c2ccccc21 (stereo not given) | 5 | 117 | 5.0 | -4 | -0.1 | 1 | -5 | 2 | 1 |
| CCCN1CCN(C(=O)Cn2nc(C)n3c(cc4sccc43)c2=O)CC1 | -1 | 85 | -0.7 | 0 | -0.2 | 4 | 3 | 5 | -4 |
| COc1cccc(/C(C)=N/NC(=O)c2cc(-c3cccnc3)nc3ccccc23)c1 | 6 | 104 | -3.8 | -11 | -0.3 | 2 | 2 | -9 | -3 |
| Cc1ccc(N2CCN(C(=O)Nc3cccc([N+](=O)[O-])c3)CC2C)cc1 (stereo not given) | 2 | 97 | 0.1 | 14 | -0.2 | 0 | 1 | 6 | -12 |
| COc1ccc(Cn2nnnc2C(c2ccccn2)N2CCN(c3cc(Cl)ccc3C)CC2)cc1 (stereo not given) | -2 | 110 | 1.3 | 5 | 0.0 | 5 | -4 | 0 | -1 |
| Cc1nn2cc(-c3ccccc3)nc2[nH]c1=O | -3 | 89 | 1.3 | 8 | 0.0 | -5 | -9 | -6 | -20 |
| C/C(CC(=O)Nc1ccc(Cl)cc1Cl)=N\NC(N)=S | -1 | 107 | 0.2 | 10 | 0.1 | 3 | 7 | 9 | 5 |
| COc1ccc(C2CC(C(F)(F)F)n3ncc(C(=O)O)c3N2)cc1OC (stereo not given) | -3 | 95 | -1.8 | -3 | -0.1 | 2 | -11 | 1 | 0 |
| Cc1c(N2C(=O)c3cccc4cccc(c34)C2=O)c(=O)n(-c2ccccc2)n1C | -2 | 98 | -2.0 | -10 | 0.0 | -4 | 0 | 1 | 0 |
| Cc1ccc(-n2c(=S)[nH]c3nc4c(cc3c2=O)COC(C)(C)C4)cc1 | -1 | 100 | -0.2 | 14 | -0.1 | 11 | 14 | 3 | 9 |
| CC(C)c1ccc(OCCCCCN2CCOCC2)cc1 | -6 | 94 | -0.4 | -8 | 0.0 | 5 | 9 | 3 | -2 |
| CCn1c(=O)cc(OCC(=O)NCCc2cccc(C)c2)c2ccccc21 | -1 | 105 | 0.5 | 2 | 0.1 | -1 | 2 | 0 | 7 |
| O=C(N/C(=C\c1ccco1)C(=O)N1CCC(O)CC1)c1ccccc1 | 3 | 90 | -2.5 | -6 | -0.1 | 8 | 3 | 14 | -7 |
| Cc1ccc(-n2c(N)c(C(=O)Nc3c(C)n(C)n(-c4ccccc4)c3=O)c3nc4ccccc4nc32)cc1C | 5 | 96 | -0.4 | 0 | -0.3 | 57* | 61* | 20 | 3 |
| CCc1cc2c(COC(=O)c3cccc(S(C)(=O)=O)c3)cc(=O)oc2cc1O | 1 | 116 | -4.0 | 3 | 0.1 | 2 | -4 | -9 | -11 |
| CCN(CC)CCCn1c2c(c(SCC(=O)Nc3cc(OC)cc(OC)c3)nc1=O)CCC2 | 1 | 98 | -0.5 | 10 | -0.1 | 2 | 2 | 0 | 1 |
| Cc1ccc(Cl)c(NC(=O)COC(=O)CNS(=O)(=O)/C=C/c2ccccc2)c1Cl | -2 | 93 | -1.2 | -14 | -0.2 | -1 | -23 | -4 | -3 |
| O=S(=O)(c1cccc2ccccc12)n1nnc2ccccc21 | -2 | 98 | -2.0 | -3 | -0.1 | 1 | -2 | 4 | 1 |
| Clc1ccccc1/C=C/c1nc(-c2ccccn2)no1 | -5 | 96 | 2.1 | -18 | 0.1 | 4 | 2 | 3 | -12 |

High-throughput results as filed in PubChem.
